HT1080NT lethal = qHTS for induction of synthetic lethality in tumor cells producing 2HG: qHTS for the HT-1080-NT fibrosarcoma cell line; HT-1080-NT fibrosarcoma viability, CellTiter-Glo ATP luminescence, 48 h; Potency, µM (series often up to 46.1 µM), for the others: at the top dose activity, negative = less viability, usual class: cytotoxic; hit rate 1.6% among 360,000; AID 686970, 2013;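 also: NT is the 2HG producing partner of a matched IDH1 knockdown line; potency is read from the fitted curve at half-maximal effect; 0% = DMSO-treated cells and -100% = media-only wells without cells; nearly all actives have a fitted effect of over 55% in size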
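A 48-hour cytotoxicity screen used HT-1080-NT cells plated 2 hours before compound delivery. ATP-based CellTiter-Glo luminescence measured viability, normalized to DMSO and no-cell controls.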
SW480 rerep = A quantitative high throughput screen for small molecules that induce DNA re-replication in SW480 colon adenocarcinoma cells; SW480 DNA re-replication, Hoechst DNA content imaging, 48 h; hit rate 1.8% among 340,000; Potency, µM (highest dose often 46.1 µM), without a hit: at the highest dose re-replication activation, hits mostly activators; AID 624297, 2012; also: potency is read from the fitted curve at half-maximal effect; % of control where 0% means no effect; nearly all actives have a fitted effect of over 55% in size
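Cells (250 per well) received 23 nL compound or DMSO by pin tool and were kept 48 hr at 37 C, 5% CO2. Nuclei were then stained with Hoechst for 40 min and scanned for DNA content.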
IL1B secr inh = qHTS for Inhibitors of Inflammasome Signaling: IL-1-beta AlphaLISA Primary Screen. THP-1 LPS/ATP IL-1B secretion, AlphaLISA, 16 h; stronger effect = lower value. activity change, % at 57.5 µM. hit rate 4.7% among 360,000. AID 743279, 2014; in the data active = activity change below about -50%; inconclusive = mostly about -30% to -49%; also: % is scaled to controls: 0 for no effect and ±100 for the full control effect
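THP-1 cells pretreated 1 hr with compounds (up to 57.5 uM final), then stimulated with LPS (250 ng/mL final) plus ATP (1.25 mM final); secreted IL-1B measured by AlphaLISA after 16 hr, decreased signal indicating inhibition.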
WRN inhibitor = qHTS for Inhibitors of WRN Helicase | Bifunctional 3'-5' exonuclease/ATP-dependent helicase WRN (Homo sapiens), Q14191 | WRN helicase unwinding, fluorescent forked duplex, kinetic | Potency, µM (series often up to 114 µM), inactives show top-dose activity change, negative = inhibition, usual class: inhibitors | hit rate 0.46% among 360,000; also: potency is read from the fitted curve at half-maximal effect; % is scaled to controls: 0 for no effect and ±100 for the full control effect; nearly all actives have a fitted effect of over 55% in size
Target sequence (Q14191 whole entry, looked up): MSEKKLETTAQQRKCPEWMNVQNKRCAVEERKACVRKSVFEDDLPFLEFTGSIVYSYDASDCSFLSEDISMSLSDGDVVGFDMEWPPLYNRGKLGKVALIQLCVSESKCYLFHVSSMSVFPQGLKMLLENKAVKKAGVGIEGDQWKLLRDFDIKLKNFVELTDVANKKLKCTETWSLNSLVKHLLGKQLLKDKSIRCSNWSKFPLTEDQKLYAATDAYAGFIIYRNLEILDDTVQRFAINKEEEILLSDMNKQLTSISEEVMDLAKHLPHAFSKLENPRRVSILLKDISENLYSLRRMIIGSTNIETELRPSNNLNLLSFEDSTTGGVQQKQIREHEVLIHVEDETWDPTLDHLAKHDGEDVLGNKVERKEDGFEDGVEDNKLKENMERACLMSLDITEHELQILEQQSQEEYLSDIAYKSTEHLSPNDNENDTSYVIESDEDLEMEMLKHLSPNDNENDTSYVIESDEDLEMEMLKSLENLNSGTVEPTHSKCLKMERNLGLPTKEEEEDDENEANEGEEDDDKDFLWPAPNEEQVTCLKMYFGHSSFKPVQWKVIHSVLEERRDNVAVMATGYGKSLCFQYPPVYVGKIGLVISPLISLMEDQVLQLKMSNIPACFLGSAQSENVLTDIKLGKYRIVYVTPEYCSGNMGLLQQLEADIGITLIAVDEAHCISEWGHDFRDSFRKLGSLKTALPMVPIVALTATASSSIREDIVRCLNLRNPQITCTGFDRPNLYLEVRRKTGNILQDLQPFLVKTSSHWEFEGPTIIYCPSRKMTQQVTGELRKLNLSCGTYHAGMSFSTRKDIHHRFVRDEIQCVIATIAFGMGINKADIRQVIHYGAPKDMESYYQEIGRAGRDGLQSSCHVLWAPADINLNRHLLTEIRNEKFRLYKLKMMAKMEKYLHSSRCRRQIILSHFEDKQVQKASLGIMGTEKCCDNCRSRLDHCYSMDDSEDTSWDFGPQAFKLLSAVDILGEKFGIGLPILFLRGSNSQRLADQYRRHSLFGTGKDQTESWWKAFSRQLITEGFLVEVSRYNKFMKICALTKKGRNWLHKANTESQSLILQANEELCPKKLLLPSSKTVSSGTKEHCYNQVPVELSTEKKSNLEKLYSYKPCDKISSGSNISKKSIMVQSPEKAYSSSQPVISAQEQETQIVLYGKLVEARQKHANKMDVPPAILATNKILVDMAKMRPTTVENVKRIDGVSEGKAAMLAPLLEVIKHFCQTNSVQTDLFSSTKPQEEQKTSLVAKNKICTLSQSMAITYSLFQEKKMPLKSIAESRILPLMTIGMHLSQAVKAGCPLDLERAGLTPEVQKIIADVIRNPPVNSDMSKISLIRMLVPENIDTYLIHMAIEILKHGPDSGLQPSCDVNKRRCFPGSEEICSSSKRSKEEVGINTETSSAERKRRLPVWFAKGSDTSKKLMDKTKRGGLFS
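Screening of the MLSMR collection measured strand separation of a quenched forked DNA duplex (100 nM) by 20 nM WRN with 2 mM ATP, all final. Compounds were preincubated with enzyme 15 min at room temperature.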
MCF10A rereplic = A quantitative high throughput screen for small molecules that induce DNA re-replication in MCF 10a normal breast cells | MCF 10A DNA re-replication, Hoechst nuclear intensity, 48 h | Potency, µM (series often up to 46.1 µM), inactives show at the highest dose activity, positive = re-replication, most hits filed as activators | hit rate 2.9% among 350,000 | AID 624296, 2012; also: potency is read from the fitted curve at half-maximal effect; % of control where 0% means no effect; nearly all actives have a fitted effect of over 50% in size
KB-V1 cytotox = qHTS assay for MDR1-selective chemotherapeutics: Primary screen using the drug-selected MDR subline cells KB-V1; Potency, µM (top dose mostly 46.1 µM), for inactives: top-dose activity change, negative = cytotoxicity, actives largely listed as cytotoxic; hit rate 3.4% among 400,000; AID 1347076, 2019; KB-V1 MDR cells viability, CellTiter-Glo, 72 h; also: potency is read from the fitted curve at half-maximal effect; % is scaled to controls: 0 for no effect and ±100 for the full control effect; nearly all actives have a fitted effect of over 60% in size
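Cells of the MDR subline KB-V1 are plated, dosed with compound at multiple concentrations, and incubated 72 h at 37 degrees C; CellTiter-Glo is then added and luminescence read after 10 min.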
HT1080 IDH1KD tx = qHTS for induction of synthetic lethality in tumor cells producing 2HG: qHTS for the HT-1080-IDH1KD cell line; HT-1080 IDH1 knockdown viability, ATP luminescence, 48 h; Potency, µM (series often up to 46.1 µM), without a hit: at the top dose activity, negative = toxicity, hits mostly cytotoxic; hit rate 2% among 360,000;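 also: potency is read from the fitted curve at half-maximal effect; 0% = DMSO wells and -100% = cell-free medium wells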
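After a 2 h attachment period, IDH1KD HT-1080 cells took pin-transferred compound for 48 h at 37 °C; ATP-based luminescence after 10 min room-temperature reagent incubation reported viability.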
KB-3-1 cytotox = qHTS assay for MDR1-selective chemotherapeutics: Primary screen using the parental adenocarcinoma cell KB-3-1 | AID 1347075, 2019 | Potency, µM (series often up to 46.1 µM), for inactives: top-dose activity change, negative = cytotoxic, usual class: cytotoxic | hit rate 1.4% among 400,000 | KB-3-1 viability, CellTiter-Glo ATP luminescence, 72 h; also: potency is read from the fitted curve at half-maximal effect; % is scaled to controls: 0 for no effect and ±100 for the full control effect; nearly all actives have a fitted effect of over 60% in size
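Multi-concentration cytotoxicity screen in KB-3-1 cells grown in DMEM lacking phenol red with 10% FBS. After 72 h at 37 °C with compound, ATP-dependent luminescence was recorded.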
ATXN2 expr inh = Primary qHTS for Inhibitors of ATXN expression. HEK-293 ATXN2-luciferase reporter, luminescence, 24 h. Potency, µM (series often up to 57 µM), without a hit: at the top dose activity change, negative = inhibition, usual class: inhibitors. hit rate 0.72% among 360,000. AID 1745845, 2022; also: potency is read from the fitted curve at half-maximal effect; % is scaled to controls: 0 for no effect and ±100 for the full control effect; nearly all actives have a fitted effect of over 55% in size
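qHTS (up to 57 uM final) was run with 24 h compound exposure of reporter cells at 37 °C. Each well was multiplexed: SteadyGlo luminescence measured ATXN2-luciferase expression after a fluorogenic Gly-Phe-AFC viability readout (25 uM final).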
Starred values were filed as active, the others as inactive; i = inactive; ? = inconclusive; / = not tested or not shown; [ ] = remark or other dose. Unless noted, calls follow the shape of the dose curve; as a rule, active = well fitted curve in the direction sought with a large enough effect; inconclusive = small, poorly fitted or top-dose-only effect, or another doubt; inactive = no such curve, though single readings can be large; an effect the other way counts as inactive or inconclusive.

Sequence of screens – KB-V1 cytotox, WRN inhibitor, KB-3-1 cytotox, HT1080 IDH1KD tx, ATXN2 expr inh, IL1B secr inh, SW480 rerep, MCF10A rereplic, HT1080NT lethal
> C=C(C)CNC(=S)NNC(=O)CCn1c2cc(Cl)ccc2c2ccc(Cl)cc21
  ?, 6.9%, 0.4%, 1.4%, 3.3%, 14.3, 6.9%, ?, 4.7%
> CC(NC(=O)/C=C/c1ccc(Br)cc1)c1ccc(Cl)cc1 (centres undefined)
  14.7%, -2.3%, -6.9%, 14.5%, -4.6%, 12.2, 16.6%, ?, -9.3%
> CCN(CC)C(=O)Cn1cc(C(=O)C(=O)NCC2COc3ccccc3O2)c2ccccc21 (centres undefined)
  ?, 1.6%, 6.2%, 1.2%, 9.9%, -7.1, -1.8%, -0.4%, -18.9%
> Cc1cc(OCC(=O)Nc2ccncc2)ccc1[N+](=O)[O-]
  ?, -4.1%, ?, -8.1%, -21.3%, 7.5, -1.7%, 16.2%, -6.5%
> CCOc1ccc(-n2c(=O)c3c(C)c(C)sc3n(CC(=O)NCc3ccco3)c2=O)cc1
  9.3%, -1.6%, 2.0%, -8.4%, ?, 22.1, 11.9%, -0.1%, 14.6%[9.24 µM]
> CC1(C)CC(=O)C(N=Nc2cccnc2)=C(O)C1
  17.0%, -2.8%, 8.9%, 27.8%, -4.7%, 33.4, 2.9%, -4.5%, 26.2%
> O=C(Cc1ccc(-c2ccccc2)cc1)NC(c1ccccc1)c1ccccc1
  15.9%, -12.8%, 11.4%, -29.4%, -11.1%, 18.8, -12.5%, 11.4%, -25.9%
> c1ccc(C2C3=C(CCCC3)Nc3ncnn32)cc1 (centres undefined)
  10.9%, -4.9%, 13.8%, -9.0%, -6.9%, 0.0, -1.0%, 18.8%, 7.8%
> O=C(NCCc1ccncc1)Nc1ccccc1Cl
  6.2%, -5.9%, 5.4%, -1.2%, -2.8%, -0.5, 1.2%, 22.4%, 13.5%
> Cc1ccnc(Sc2nc3c(c(=O)[nH]c(=O)n3C)n2CCCc2ccccc2)n1
  -1.5%, -5.1%, -2.8%, -11.1%, 2.4%, 0.0, -0.3%, 1.7%, -11.3%
> Cc1cccc(CSC2=NCCN2C(=O)c2ccco2)c1
  -11.8%, 3.5%, -10.9%, -2.2%, -16.1%, -11.4, -5.3%, 4.1%, ?
> Cc1cc(NC(=O)C(C)SCC(=O)OCC(=O)N(Cc2ccccc2)C(C)(C)C)no1 (centres undefined)
  -12.0%, -3.3%, -1.1%, 9.5%, -4.0%, i, -3.6%, 2.7%, 5.0%
> COc1cc2c(cc1OC)C(Nc1ccc(S(N)(=O)=O)cc1)=NC(C)(C)C2
  -2.1%, -0.6%, 19.8%, 13.1%, -1.0%, -10.4, -2.3%, ?, 11.8%
> COC(=O)c1cc(C(=O)N(Cc2ccccc2)c2ccccn2)cc([N+](=O)[O-])c1
  8.5%, -3.8%, 3.9%, 10.0%, /, 27.8, 174.9%, -1.7%, 3.7%
> CN1CCN(C(=S)Nc2ccc(Oc3ccccc3)cc2)CC1
  -9.6%, 0.6%, 16.9%, -12.6%, 3.4%, 20.4, -9.5%, -0.6%, -2.1%
> COc1ccc(/C=N/Nc2ncnc3c2[nH]c2ccc(C)cc23)c(OC)c1OC
  -7.1%, ?, -20.8%, -9.1%, ?, 55.5, 15.7%, ?, -4.1%
> COc1ccccc1N1CCN(C(=O)CSc2nc3ccccc3nc2N2CCC(C)CC2)CC1
  0.0%, -10.3%, -11.9%, -3.2%, -25.4%, ?, ?, 31.0%, -7.8%
> CC(C)(C)C#CCn1c(/C=[N+](\[O-])C2CCCCC2)nc2ccccc21
  -11.5%, -14.3%, -22.5%, -6.1%, -20.3%, 17.7, ?, 14.2%, -0.1%
> O=C(Oc1cccc(NC2=NS(=O)(=O)c3ccccc32)c1)c1cccnc1
  40.2%, 0.6%, 16.9%, 13.1%, -8.1%, -4.2, -1.8%, -9.0%, 1.9%
> CCCCC(=O)N1CCCC(C(=O)OCC)C1 (centres undefined)
  -9.9%, 22.8%, ?, -10.6%, -1.5%, 0.0, -1.1%, -0.5%, -3.9%
> Cc1ccc2nc(NC(=O)CSc3ncnc4c3oc3ccccc34)sc2c1
  8.8%, -7.2%, -0.5%, 0.2%, 14.4%, 20.1, -5.8%, ?, 2.5%
> COc1ccc(NC(=O)C2CC(=O)n3c(nc4ccccc43)N2)cc1 (centres undefined)
  0.0%, -1.8%, 16.1%, 18.1%, 9.8%, 3.3, -3.0%, 9.7%, 9.0%
> O=C(NCC(O)c1ccccc1)c1cccc(S(=O)(=O)N2CCOCC2)c1 (centres undefined)
  -13.7%, -1.0%, 20.2%, -3.1%[9.24 µM], 3.6%, -13.0, 1.5%, -0.4%, 13.1%
> Cc1ccc(C)c(S(=O)(=O)N2CCCC2CNC(=O)C(=O)NCc2ccccc2)c1 (centres undefined)
  8.2µM*, 2.6%, -16.7%, 0.1%, -1.0%, 7.0, 2.7%, -4.9%, -0.4%
> COc1ccc([C@H]2CC(=O)C=C(c3cc(C=O)ccc3OC)C2)cc1OC
  -14.8%, 2.8%, ?, -3.4%, -6.1%, 0.3, ?, 88.9%, -2.0%
> COc1ccc(OC)c(NC2c3ncccc3C(=O)N2Cc2ccco2)c1 (centres undefined)
  -2.1%, -9.0%, -0.1%, -4.5%, 13.8%, -18.7, 0.3%, -0.9%, -1.8%[9.24 µM]
> O=c1cc(N2CCOCC2)cnn1-c1ccccc1
  0.0%, 6.8%, 10.5%, 7.3%, 24.7%, -3.2, -5.3%, 8.8%, 18.6%
> O=C(O)/C(=C\c1ccco1)NC(=O)c1ccccc1
  2.1%, 6.5%, -5.0%, -25.7%, -6.9%, 6.6, -121.7%[inhibitor], -9.4%, -0.3%
> O=C1NC(Cc2c[nH]c3ccccc23)C(=O)N1c1ccc(F)cc1 (centres undefined)
  0.0%, -11.3%, 0.0%, 1.1%, 11.8%, 8.0, -4.9%, -2.2%, -2.4%
> COC(=O)COc1ccc(NC(=O)c2ccco2)cc1
  18.2%, -0.3%, 9.6%, 15.6%, -10.2%, ?, -19.3%, ?, 28.4%
> CC(C)=C1SC(N2CCN(c3ccc(Cl)cc3)CC2)=NC1=O
  ?, -2.7%, -9.3%, 3.7%, ?, -60.4*, -82.0%[inhibitor], 6.1%, 12.2%
> CSCCC(C(=O)Nc1c(C)cccc1C)N1CCN(C/C=C/c2ccccc2)CC1 (centres undefined)
  25.2%, 3.2%, 0.1%, -14.1%, -12.2%, -21.2, /, /, -27.4%
> CCCCn1nnnc1NCc1cc(OC)c(OC)c(OC)c1
  1.6%, -11.2%, ?, 10.1%, -5.5%, 25.2, -2.8%, 8.9%, -4.9%
> CCC(C)n1c(C)nc2c(c1=O)c1nc3ccccc3nc1n2CCC1=CCCCC1 (centres undefined)
  5.7%, -7.3%, 3.1%, 11.2%, /, -4.2, -2.7%, 0.7%, 9.8%
> COCCCNC(=O)c1ccc(CS(=O)(=O)Cc2cccc(C)c2)o1
  -16.3%, 2.7%, 0.0%, 4.3%, 8.8%, 13.2, -4.5%, -0.6%, 12.7%
> CC(=O)Nc1cc(NC(=O)CCCC(=O)O)ccc1Cl
  -5.7%, -7.2%, 5.9%, 11.6%, 0.3%, 23.2, -2.2%, 26.0%, 20.9%
> CSCCC(NC(=O)COc1ccccc1)C(=O)OCc1ccc([N+](=O)[O-])cc1 (centres undefined)
  -18.0%, 0.9%, -10.2%, 0.1%, 8.5%, -7.7, 6.0%, 6.0%, -0.3%
> CSCC[C@H](NC(=O)N1CCn2c1nc1ccccc12)C(=O)N[C@H](Cc1ccccc1)C(=O)O
  ?, 1.1%, 0.0%, 2.8%, -0.1%, 48.9, -32.4%, 0.3%, 1.5%
> COC(=O)COn1c(SCC(=O)OC)nc2ccccc2c1=O
  -10.1%, 11.2%, 0.0%, -2.5%, 1.6%, 33.5, ?, 0.4%[9.22 µM], 2.3%
> CCOCCCNC(=O)CN1C(=O)COc2ccc(S(=O)(=O)N3CC(C)CC(C)C3)cc21 (centres undefined)
  -12.3%, 3.6%, 15.9%, 18.6%, -3.6%, ?, 2.3%, -0.6%, 1.3%

Two compounds drawn at random from the list so far, as already listed:
Sequence of screens – KB-V1 cytotox, WRN inhibitor, KB-3-1 cytotox, HT1080 IDH1KD tx, ATXN2 expr inh, IL1B secr inh, SW480 rerep, MCF10A rereplic, HT1080NT lethal
> Cc1ccc(C)c(S(=O)(=O)N2CCCC2CNC(=O)C(=O)NCc2ccccc2)c1 (centres undefined)
  8.2µM*, 2.6%, -16.7%, 0.1%, -1.0%, 7.0, 2.7%, -4.9%, -0.4%
> CCOCCCNC(=O)CN1C(=O)COc2ccc(S(=O)(=O)N3CC(C)CC(C)C3)cc21 (centres undefined)
  -12.3%, 3.6%, 15.9%, 18.6%, -3.6%, ?, 2.3%, -0.6%, 1.3%

Bioassay records deposited in PubChem BioAssay by National Center for Advancing Translational Sciences (NCATS).

Random draw from the library; overall some 12% were active at least once.
